Screening results deposited in PubChem BioAssay by several laboratories.
STAT3 activator – IL-6 driven STAT3 reporter potentiators, primary screen, U3A cells, luciferase, luminescence, MLSCN library. IL-6 STAT3-luciferase reporter; 100% = signal with IL-6 EC80 alone. activation (% of control), % at 5.6 µM. 190,000 compounds, 0.91% hits;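 active = activation above the screen-wide mean of compound activation plus 3 SD, cut at about 130% in these data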;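 note: 0% = background luminescence of wells with medium and substrate only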
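Material: human U3A cells carrying STAT3-luciferase construct. Measured by: reporter luminescence signal. Timing: compound 1 h, then IL-6 6 h at 37 °C.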
DTT redox prof – compounds producing H2O2 with reducing agent – biochemical, NIH compound library profiling, artefact control for MLSCN library redox annotation, primary screen | DTT-dependent redox cycling H2O2, phenol red/HRP absorbance; 100% = 100 µM peroxide control, 0% = buffer | activation, % at 10 µM | 200,000 compounds, 0.03% hits | AID 878, 2007;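 active = activation of at least 50% relative to the plate's high and low controls in the primary single-dose screen; inactive = activation below 50%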;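 note: compound incubated with DTT at 0.8 mM final as the reducing agent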
STAT1 inh – STAT1 signaling inhibitors, primary screen, cell-based, HTS, luciferase reporter; NIH 3T3 STAT1-luciferase reporter, IFN-gamma, luminescence; inhibition, % at 5.5 µM; 200,000 compounds, 0.35% hits; AID 920, 2007;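 active = inhibition above a set limit, the mean inhibition across all tested compounds plus 3 SD, cut at about 34% in these data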;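 note: 0% = IFN-gamma with DMSO and 100% = IFN-gamma with 300 µM nifuroxazide; values of inactives mirror those of a sister screen read the other way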
STAT1 act – STAT1 signaling activators, primary screen, cell-based, HTS, luciferase reporter; activation (% of control), % at 5.5 µM; 200,000 compounds, 2.6% hits; NIH 3T3 STAT1-luciferase reporter, IFN-gamma, luminescence; 100% = IFN-gamma alone, no compound;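 active = activation above the screen-wide mean activation plus 3 SD, cut at about 130% in these data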;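 note: raw ratio to IFN-gamma control signal so 100% means no change and 0% no light; values of inactives mirror those of a sister screen read the other way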
Hsp70 activator – Hsp70 transcriptional activators, primary screen, cell-based, HeLa, Hsp70 promoter luciferase, luminescence, 10 µM. HeLa Hsp70 promoter luciferase reporter; scaled: vehicle 0, proteasome-inhibitor control 100%. activation, % at 10 µM. 200,000 compounds, 0.04% hits. AID 1203, 2008;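 active = activation above the mean across all tested compounds plus 3 SD, cutoff set per campaign, cut at about 5.5% in these data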;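 note: 100% = MG132 at 30 µM as the positive control and 0% = DMSO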
HMGR II inh – inhibitors of E. faecalis class II HMGR, primary screen, biochemical, Enterococcus faecalis | HMG-CoA reductase (Enterococcus faecalis, mvaE) | inhibition, % at 10 µM | purified E. faecalis HMGR, NADPH absorbance 340 nm kinetic | 190,000 compounds, 0.41% hits;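 active = inhibition above a set limit, the median over all tested compounds plus 3 SD, cut at about 9.5% in these data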;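 note: enzyme runs in reverse so mevalonate oxidation gives rising NADPH absorbance; 0% = complete reaction with DMSO and 100% = background rate lacking mevalonate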
APP 5'UTR act – activators of APP 5'UTR luciferase reporter, primary screen, SH-SY5Y cells. SH-SY5Y APP 5'UTR luciferase reporter, luminescence; zero percent = DMSO vehicle wells. activation, % at 2 µM. 190,000 compounds, 1% hits. AID 1276, 2008;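 active = activation above a set limit, based on mean plus 3 SD of controls, cut at about 140% in these data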; note: values of inactives mirror those of a sister screen read the other way
NF-kB neuron act – activators of NF-kB expression in neurons, primary screen, cell-based, HTS | fold change at 12.5 µM | AID 1239, 2008 | 190,000 compounds, 1.6% hits | human neuronal cells, NF-kB reporter expression; hits give high values; in the data active = fold change above about 3.3
TLR4 MyD88 comp – inhibitors of TLR4-MyD88 association in cells, primary screen, cell-based, HeLa CL3-4, BLA complementation, FRET ratio; Toll-like receptor 4 (Homo sapiens) + Myeloid differentiation primary response protein …; HeLa CL3-4 TLR4/MyD88 BLA complementation; inhibition, % at 8.4 µM; 200,000 compounds, 0.18% hits; AID 861, 2007; in the data active = inhibition above about 25%;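 note: 0% = vehicle and 100% = reference inhibitor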
Target sequence (O00206 whole entry, looked up): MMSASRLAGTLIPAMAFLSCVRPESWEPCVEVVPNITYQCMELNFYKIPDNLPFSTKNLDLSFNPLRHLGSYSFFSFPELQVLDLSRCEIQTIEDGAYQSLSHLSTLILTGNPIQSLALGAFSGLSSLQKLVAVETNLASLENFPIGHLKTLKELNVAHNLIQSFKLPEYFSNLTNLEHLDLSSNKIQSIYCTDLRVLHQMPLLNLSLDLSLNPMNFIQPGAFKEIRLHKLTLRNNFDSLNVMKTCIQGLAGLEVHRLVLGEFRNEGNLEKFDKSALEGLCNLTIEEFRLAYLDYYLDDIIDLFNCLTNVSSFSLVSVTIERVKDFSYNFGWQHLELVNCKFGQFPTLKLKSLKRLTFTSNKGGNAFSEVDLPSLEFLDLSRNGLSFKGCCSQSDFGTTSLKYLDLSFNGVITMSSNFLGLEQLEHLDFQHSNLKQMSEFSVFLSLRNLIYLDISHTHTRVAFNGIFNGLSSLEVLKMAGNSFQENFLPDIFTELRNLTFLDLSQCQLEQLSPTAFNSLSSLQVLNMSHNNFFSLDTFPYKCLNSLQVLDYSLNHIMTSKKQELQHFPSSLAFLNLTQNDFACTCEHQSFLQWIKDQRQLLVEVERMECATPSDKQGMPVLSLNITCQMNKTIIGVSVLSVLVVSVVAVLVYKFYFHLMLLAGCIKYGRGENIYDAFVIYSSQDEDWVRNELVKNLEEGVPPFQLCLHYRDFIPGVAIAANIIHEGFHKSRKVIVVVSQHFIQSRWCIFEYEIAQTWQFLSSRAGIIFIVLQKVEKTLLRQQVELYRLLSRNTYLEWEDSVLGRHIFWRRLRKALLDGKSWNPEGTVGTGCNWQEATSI
Target sequence (Q99836 whole entry, looked up): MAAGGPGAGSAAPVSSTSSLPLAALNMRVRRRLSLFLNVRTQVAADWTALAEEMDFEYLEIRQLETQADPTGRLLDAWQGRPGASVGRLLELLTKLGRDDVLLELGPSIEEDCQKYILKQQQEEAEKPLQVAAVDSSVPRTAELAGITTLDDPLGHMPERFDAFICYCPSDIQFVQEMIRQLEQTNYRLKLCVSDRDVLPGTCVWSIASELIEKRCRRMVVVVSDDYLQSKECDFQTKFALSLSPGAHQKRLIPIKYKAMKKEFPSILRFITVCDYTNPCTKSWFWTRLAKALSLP
STAT3 blocker – IL-6 driven STAT3 reporter inhibitors, primary screen, U3A cells, luciferase, luminescence, MLSCN library | AID 862, 2007 | 190,000 compounds, 0.89% hits | IL-6 STAT3-luciferase reporter; host cell line lacks STAT1 | inhibition, % at 5.5 µM;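 active = inhibition above the mean inhibition across all screened compounds plus 3 SD, cut at about 44% in these data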;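 note: 0% = DMSO only wells and 100% = 100 µM nifuroxazide control wells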
Starred values were filed as active, the others as inactive; x = not tested or not shown; & = joins results of further samples.

SMILES | STAT3 activator | DTT redox prof | STAT1 inh | STAT1 act | Hsp70 activator | HMGR II inh | APP 5'UTR act | NF-kB neuron act | TLR4 MyD88 comp | STAT3 blocker
O=C1C2C3C=CC(C3)C2C(=O)N1c1cccc(N2C(=O)C3C4C=CC(C4)C3C2=O)n1 (configuration not stated) | 105 | 2.7 | -3 | 103 | 0.1 | -4 | 18 | 1.1 | 2 | -2
Cc1cc(C)n(CC(O)CN2c3ccccc3Sc3ccccc32)n1 (configuration not stated) | 103 | 0.0 | -3 | 103 | 0.2 | -1 | 0 | 0.68 | -9 | -3
CCOC(=O)C1CCN(S(=O)(=O)c2ccc(Cl)cc2OC)CC1 | 104 | 0.0 | 2 | 103 | -0.4 | -2 | -19 | 0.95 | -6 | -3
O=C(Cn1c(=O)[nH]c2ccsc2c1=O)NC1CCCCCC1 | 104 | 2.8 | 11 | 90 | -0.3 | 2 | -8 | 1.4 | 5 | -1
O=C(Nc1cccc(NC(=O)c2ccco2)c1)c1ccc([N+](=O)[O-])cc1 | 93 | 0.1 | -2 | 100 | -0.2 | 1 | -2 | 1.2 | -15 | 13
Cc1ccc(C(=O)O)cc1-n1c(C)cc(C=O)c1C | 103 | -0.2 | -8 | 106 | -0.2 | -8 | 1 | 1.1 | -17 | -1
COc1cccc(-c2cc(C(F)(F)F)n3nc(C(=O)N4CCCCC4c4cccnc4)cc3n2)c1 (configuration not stated) | 95 | 0.3 | 11 | 88 | -0.6 | -3 | 1 | 0.64 | 0 | 8
CCc1cc2c(=O)[nH]c(N3CCCC3)nc2s1 | 109 | -0.5 | -10 | 112 | -0.2 | -1 | 15 | 1.4 | -13 | -13
CCOC(=O)c1c(NC(=O)/C=C/c2ccco2)sc(C)c1C | 101 | -1.2 | 2 | 98 | -0.2 | -3 | -15 | 0.96 | 13 | 6
Cc1sc2nc(SCC(=O)NCCO)n(-c3ccccc3)c(=O)c2c1C | 86 | 0.4 | 6 | 93 | -0.3 | 0 | 6 | 1.1 | -4 | 21
CC(NC(=O)Cc1c(F)cccc1Cl)C1CCCO1 (configuration not stated) | 94 | 0.4 | 2 | 98 | 1.0 | -9 | 2 | 1.1 | -8 | 12
NS(=O)(=O)c1ccc(CCNC(=O)CSc2nnc3ccccn23)cc1 | 101 | -0.9 | 8 | 91 | 0.3 | 2 | 2 | 1.1 | -2 | 0
CCOC(=O)C(/C=N/c1cc(C)nn1-c1ccccc1)=C(\C)O | 94 | 0.1 | -12 | 111 | -0.2 | -4 | x | 0.95 | -10 | 14
CC(=O)c1cc2cc(O)ccc2o1 | 94 | 1.7 | -3 | 103 | -0.1 | 0 | -9 | 1.1 | -9 | 9
O=C(NCCN1CCOCC1)Nc1ccccc1 | 103 | 1.0 | -6 | 106 | -0.2 | -6 | x | 1.1 | -7 | -3
O=c1[nH]c(-c2ccco2)nc2sc3c(c12)CCCC3 | 95 | -0.3 | -55 | 149* | 0.7 | -4 | 154* | 5.8* | 8 | 6
COc1nc(C)c2cc(C)oc2n1 | 101 | -0.4 | -5 | 105 | -0.3 | 5 | 4 | 0.95 | 1 | -2
CCOC(=O)C1=C(C)NC(C)=C(C(=O)OCC)C1C(=O)OCC(=O)N(C)C1CCS(=O)(=O)C1 (configuration not stated) | 106 | -0.4 | -4 | 102 | -0.3 | 0 | 8 | 1.1 | -12 | -5
CCN=C1SC(C(=O)Nc2cccc(C(=O)O)c2)CC(=O)N1CC (configuration not stated) | 100 | 0.3 | -4 | 103 | -0.3 | -3 | -6 | 1.6 | -2 | 5
Cc1cc(C(=O)NN)c(C)o1 | 103 | -1.4 | -11 | 110 | -0.1 | 1 | 28 | 1.1 | -4 | -5
COCCSc1nnc(NC(=O)c2ccc([N+](=O)[O-])cc2)s1 | 105 | -0.2 | -4 | 102 | -0.2 | -5 | 12 | 2.8 | -10 | -4
CCOc1cc(C(=O)Nc2ccc(S(=O)(=O)NC3=NCCCCC3)cc2)cc(OCC)c1OCC | 92 | -1.1 | 2 | 97 | -0.5 | -6 | -6 | 0.78 | -14 | 19
CCCCC(=O)N/N=C(/C)C1=C(C)C(C)(C)OC1=O | 95 | -1.6 | 0 | 99 | -0.2 | 0 | 12 | 1.1 | -21 | 9
COc1ccc(NC(=O)c2nn(C)c(=O)c3ccccc23)cc1S(=O)(=O)Nc1ccccc1Cl | 89 | -0.9 | 14 | 86 | -0.2 | 3 | 3 | 0.72 | 4 | 15
Cc1nc2ccccc2n1CC(=O)OCC(=O)Nc1ccc2c(c1)OCCO2 | 97 | 2.9 | 2 | 98 | -0.6 | 3 | -1 | 0.99 | -4 | 12
CN(C)c1oc(-c2ccc(Cl)cc2)nc1S(=O)(=O)c1ccccc1 | 92 | -0.1 | -34 | 131* | -0.1 | 3 | -13 | 0.97 | -8 | 13
Cc1nn2c(=O)cc(CSc3nc4ccccc4[nH]3)nc2s1 | 97 | -2.8 | 6 | 94 | 0.2 | -4 | x | 0.98 | -11 | 13
O=C(CSc1nnc(CCCN2C(=O)c3cccc4cccc(c34)C2=O)n1-c1ccccc1)NCCCN1CCOCC1 | 100 | -0.1 | -7 | 106 | -0.3 | -4 | 11 | 1.1 | 6 | 9
COc1cc(C2N(c3ccc(Cl)c(Cl)c3)C(=O)C3CCCN32)cc(OC)c1OC (configuration not stated) | 99 | -0.8 | 0 | 100 | -0.2 | 0 | 0 | 1.3 | 2 | 5
Cc1ccc(S(=O)(=O)N(C)Cc2nc(-c3ccc(Br)cc3)no2)cc1 | 105 | -0.9 | -3 | 103 | -0.2 | 4 | 13 | 1.2 | -9 | 2
O=C(O)c1ccc(N/N=C/c2cc3c(cc2[N+](=O)[O-])OCO3)cc1 | 73 | 0.0 | 36* | 65 | -0.1 | -5 | 24 | 0.9 | -20 | 36
CS(=O)(=O)c1ccc(Cl)c(S(=O)(=O)NCc2ccccc2)c1 | 102 | -2.3 | -7 | 106 | -0.4 | -1 | 3 | 1.1 | -14 | -3
CN1C(=O)/C(=C/C=C2/CCCN2C)N(C)C1=S | 92 | -1.0 | -20 | 117 | -0.1 | -5 | 20 | 2.1 | -4 | 14
O=S(=O)(Nc1cccc(-c2ccc3nncn3n2)c1)c1ccc(Cl)s1 | 101 | -0.5 | 2 | 97 | -0.1 | 0 | -3 | 1.2 | 3 | 2
COc1ccc(S(=O)(=O)NC(CC(=O)NCCc2ccccc2)c2ccco2)cc1 (configuration not stated) | 97 | 0.0 | 4 | 96 | -0.1 | -5 | 22 | 1.5 | 2 | 10
Cc1ccc2c(Cl)cc(Cl)c(OCC(=O)Nc3cccc(S(N)(=O)=O)c3)c2n1 | 102 | 0.1 | -4 | 104 | -0.5 | -1 | -7 | 0.55 | 4 | 0
COC(=O)Cn1c(C)c(C(C)=O)c(C(C)=O)c1C | 96 | 0.0 | -7 | 107 | -0.1 | -5 | -5 | 1.3 | -2 | 9
CC(Sc1ccc2ccccc2n1)C(=O)O (configuration not stated) | 99&110 | 0.8&-3.0 | -1&0 | 101&100 | -0.1&-0.3 | 0&1 | -15&8 | 1.1&1.8 | -3&5 | 5&-8
COCCN(C(=S)Nc1ccc(C)cc1C)C(C)c1ccco1 (configuration not stated) | 102 | -1.1 | -6 | 104 | -0.1 | -1 | 10 | 1.2 | 7 | 2
CCc1nc2ccccc2n1CCc1ccccc1 | 94 | 0.2 | -5 | 103 | 0.3 | -4 | 11 | 1.1 | -1 | 14
Cc1cc(C)c(N2C(=NC(=O)CCCC(=O)O)SC3CS(=O)(=O)CC32)c(C)c1 (configuration not stated) | 97 | 0.3 | 3 | 97 | 0.1 | 0 | 5 | 1.1 | -7 | 10
CC(=O)NC(=O)NC1OC(=O)C(Cl)=C1Cl (configuration not stated) | 103 | 1.2 | 0 | 100 | -0.2 | -4 | 12 | 1 | 7 | -1
CCOc1cc(N2CCOCC2)c(OCC)cc1NC(=O)Cc1cccc2ccccc12 | 92 | 0.6 | -1 | 101 | -0.3 | -4 | -10 | 0.99 | -6 | 13
COc1cccc(CNC(=O)CCCCCn2c(=S)[nH]c3ccc(N4CCOCC4)cc3c2=O)c1 | 102 | 0.0 | -3 | 102 | -0.1 | -5 | 4 | 0.99 | 0 | 1
Cc1ccc(C(=O)/C=C/c2cn(CN3CCN(C)CC3)c3ccccc23)cc1 | 90 | 0.1 | -24 | 122 | 0.3 | -8 | 76 | 7.3* | 23 | 17
CCOc1cc(N2CCOCC2)c(OCC)cc1NC(C)C(=O)N1CCN(CC)CC1 (configuration not stated) | 107 | 0.3 | 1 | 99 | 0.7 | 0 | 12 | 0.86 | 1 | -9
CCCCCCCN(C(=O)CCl)c1cccc(C)c1 | 89 | -0.3 | 7 | 93 | -0.5 | -4 | 5 | 0.16 | 9 | 15
c1ccc(CN2CCC(Nc3nc(-c4cccnc4)nc4ccccc34)CC2)cc1 | 102 | 0.5 | -10 | 110 | -0.1 | -2 | -5 | 0.39 | 12 | -3
OC1(c2cccc(C(F)(F)F)c2)CCN(Cc2nnnn2CCc2ccccc2)CC1 | 102 | 0.6 | 6 | 93 | -0.1 | 1 | -16 | 0.91 | 14 | 1
CCOc1ccc(C2CC(c3cccc(Cl)c3)n3nc(N)nc3N2)cc1 (configuration not stated) | 91 | 0.0 | -1 | 102 | -0.1 | -2 | 12 | 0.84 | 8 | 11
CCOC(=O)c1cc2sccc2n1CC(=O)N1CCCc2ccccc21 | 100 | 2.3 | -6 | 105 | 0.1 | -2 | -1 | 0.74 | -15 | 4
O=C1N/C(=N\N=C\c2cccs2)SC1Cc1ccc(Cl)cc1Cl (configuration not stated) | 91 | 0.9 | -5 | 104 | -0.4 | -2 | -4 | 1.2 | -5 | 15
CCCn1c(C(O)c2ccc(OCC)cc2)nc2ccccc21 (configuration not stated) | 97 | -0.8 | 9 | 92 | -0.4 | 2 | -3 | 1 | 8 | 8

Three entries out of the list above, ordered by their value in HMGR II inh, falling:
smiles	STAT3 activator	DTT redox prof	STAT1 inh	STAT1 act	Hsp70 activator	HMGR II inh	APP 5'UTR act	NF-kB neuron act	TLR4 MyD88 comp
CCCn1c(C(O)c2ccc(OCC)cc2)nc2ccccc21 (configuration not stated)	97	-0.8	9	92	-0.4	2	-3	1	8
c1ccc(CN2CCC(Nc3nc(-c4cccnc4)nc4ccccc34)CC2)cc1	102	0.5	-10	110	-0.1	-2	-5	0.39	12
COc1cccc(CNC(=O)CCCCCn2c(=S)[nH]c3ccc(N4CCOCC4)cc3c2=O)c1	102	0.0	-3	102	-0.1	-5	4	0.99	0
